AMA1 RON2 block: qHTS for Inhibitors of AMA1-RON; Towards Development of Antimalarial Drug Lead: Primary Screen; Plasmodium falciparum AMA1 (3D7) - RON2 peptide interaction; AlphaScreen AMA1-biotinylated RON2 peptide binding; Potency, µM (series often up to 58.2 µM), inactives show at the top dose activity change, negative = inhibition, most hits filed as inhibitors; 360,000 compounds, 0.2% hits; AID 720542, 2013;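 further: potency means the concentration at half of the fitted maximal effect; 0% = vehicle wells and -100% = peptide control; nearly all actives have a fitted effect of over 45% in size; some results filed as inactive show a strong effect at the top dose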
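AMA1 (3D7) with his tag at 25 nM final met compounds first, then biotinylated RON2 peptide at 25 nM; detection used donor plus acceptor beads, 10 µg/mL apiece, read by AlphaScreen after 30 min at room temperature.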
Sm TGR inh: qHTS Assay for the Inhibitors of Schistosoma Mansoni Peroxiredoxins. Schistosoma mansoni thioredoxin glutathione reductase (TGR), Q962Y6. purified TGR, DTNB reduction, TNB absorbance 405 nm. Potency, µM (doses to about 114 µM), for the others: at the top dose activity change, negative = inhibition, usual class: inhibitors. 360,000 compounds, 3% hits. AID 485364, 2010; further: potency means the concentration at half of the fitted maximal effect; nearly all actives have a fitted effect of over 60% in size
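First, TGR (20 nM dispensed) and NADPH were mixed with compound. Second, a 15 min room-temperature incubation followed. Third, further NADPH and then DTNB were added to start the reaction. Finally, TNB absorbance was monitored kinetically.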
HCMV inh: qHTS Assay for inhibitors of the human cytomegalovirus (HCMV); HFF cells, HCMV-luciferase reporter, 72 h; stronger effect = lower value; activity change, negative = inhibition, % at 57.5 µM; 410,000 compounds, 4.5% hits; AID 1259415, 2018; in the data active means activity change below about -60%; inconclusive means no clear call, values can overlap the other calls; inactive means above about -39%
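Compounds were evaluated in HFFs infected with an HCMV luciferase reporter virus (MOI 1 PFU/cell). Luciferase in lysates collected 72 h post infection served as the replication measure.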
FBPA Giardia inh: qHTS Assay for Inhibitors of Fructose-1,6-bisphosphate Aldolase from Giardia Lamblia. Potency, µM (series often up to 59.6 µM), for inactives: at the top dose activity, negative = inhibition, usual class: inhibitors. 290,000 compounds, 0.71% hits. AID 2451, 2010. purified Giardia FBPA; further: potency means the concentration at half of the fitted maximal effect; nearly all actives have a fitted effect of over 55% in size
Target sequence (A8B2U2 whole entry, looked up): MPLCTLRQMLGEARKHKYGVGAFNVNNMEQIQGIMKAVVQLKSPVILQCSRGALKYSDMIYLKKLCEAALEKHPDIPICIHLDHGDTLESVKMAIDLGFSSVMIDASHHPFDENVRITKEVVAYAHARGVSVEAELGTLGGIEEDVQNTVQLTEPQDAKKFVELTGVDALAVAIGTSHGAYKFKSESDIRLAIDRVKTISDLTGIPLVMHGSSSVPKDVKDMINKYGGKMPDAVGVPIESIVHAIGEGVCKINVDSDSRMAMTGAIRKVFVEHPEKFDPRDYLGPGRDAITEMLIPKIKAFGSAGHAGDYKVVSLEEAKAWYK
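40 nM FBPA preincubated 10 min at RT with compound (up to 57.5 uM final), then substrate plus GAPDH/TPI/NAD/arsenate coupling and diaphorase/resazurin added. Fluorescence read after 20 min at RT, 525/598 nm.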
HCV inh: qHTS Assay for Inhibitors of Hepatitis C Virus (HCV). Huh7.5.1 HCVcc-Cre infection, luciferase reporter, 44 h. Potency, µM (highest dose often 41.8 µM), for inactives: at the highest dose activity change, negative = inhibition, most hits filed as inhibitors. 340,000 compounds, 3.4% hits. AID 651820, 2012; further: potency means the concentration at half of the fitted maximal effect
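A cell-based infection assay in which seeded cells (1,000 per well) receive test compound after 4 h, are inoculated with HCVcc-Cre at approximately 0.5 moi, and are incubated 44 h before luminescence detection.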
AmpC detergent: qHTS Inhibitors of AmpC Beta-Lactamase (assay with detergent); Potency, µM (top dose mostly 114 µM), for the others: top-dose activity change, negative = inhibition, most hits filed as inhibitors; P00811; AmpC hydrolysis of nitrocefin, absorbance 480 nm, 0.01% Triton; 370,000 compounds, 0.041% hits;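 further: potency means the concentration at half of the fitted maximal effect; 0% = no-compound wells and -100% = no-enzyme wells; nearly all actives have a fitted effect of over 25% in size; some results filed as inactive show a strong effect at the top dose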
Target sequence (P00811 whole entry, looked up): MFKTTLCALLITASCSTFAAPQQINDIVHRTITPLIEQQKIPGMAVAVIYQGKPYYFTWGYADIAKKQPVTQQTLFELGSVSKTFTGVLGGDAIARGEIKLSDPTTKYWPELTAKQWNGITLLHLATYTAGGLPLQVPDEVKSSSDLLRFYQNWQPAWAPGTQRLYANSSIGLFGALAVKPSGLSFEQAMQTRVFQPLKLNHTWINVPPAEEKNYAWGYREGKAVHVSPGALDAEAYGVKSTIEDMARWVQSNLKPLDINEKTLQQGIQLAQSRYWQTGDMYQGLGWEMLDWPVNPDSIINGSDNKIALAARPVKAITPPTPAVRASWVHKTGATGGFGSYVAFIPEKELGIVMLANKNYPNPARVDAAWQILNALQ
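20 mM phosphate pH 7.0 + 0.01% (detergent screen) or 0.0001% Triton X-100; 5.3 nM AmpC reagent; cpd preinc 15 min RT; nitrocefin (800 uM stock) to start; A480 q20 s × 4 min; Activity was normalised to no-enzyme and no-compound control wells.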
* = called active by the depositor; u = inconclusive; x = no result given; [ ] = another dose, or the depositor's remark. Unless noted, the call rests on the fitted dose curve; in most records, active means well fitted curve in the direction sought with a large enough effect; inconclusive means small, poorly fitted or top-dose-only effect, or another doubt; inactive means no such curve, though single readings can be large; an effect the other way counts as inactive or inconclusive. Unless noted, on the % scale 0 is the no-effect control and ±100 the full control effect.

SMILES	AMA1 RON2 block	Sm TGR inh	HCMV inh	FBPA Giardia inh	HCV inh	AmpC detergent
C[C@@H]1Cc2c(O)c(O)cc(O)c2C(=O)O1	u	u	x	2.8%	-6.9%	-5.1%
Cc1ccc(S(=O)(=O)c2nnn(-c3ccc(F)c(Cl)c3)c2N)cc1	x	12.3%	-20.6	x	x	7.5%
O=C(c1ccc(Cl)c(S(=O)(=O)N2CCCCCC2)c1)N1CCN(CCO)CC1	-24.5%	-0.9%	7.4	6.7%	-24.6%	-3.0%
COc1ccc(/C=C2\SC(=O)N(CC(=O)N(C)C3CCS(=O)(=O)C3)C2=O)cc1 (centres undefined)	4.3%	-0.2%	u	7.0%	1.6%	-8.7%
CCCCc1ccc(NS(=O)(=O)N(C)C)cc1	38.8%[activator]	1.1%	48.5	-4.1%	15.9%	-4.8%
COc1ccc(/C=C/C2=NC(=C\N(C)C)/C(=O)O2)cc1	-3.8%	0.0%	0.0	-4.9%	-24.6%	-3.9%
COC(=O)c1cc(=O)n(-c2ccc(C(F)(F)F)cc2)[nH]1	1.3%	16.7%	-14.8	-12.9%	23.2%	16.1%
CCOc1nc(NCc2ccco2)nc(Nc2ccc(OC)cc2)n1	-8.5%	-4.3%	-11.1	-5.5%	u	-4.2%
CCN(CC)S(=O)(=O)c1cccc(-c2n[nH]c(=S)n2C(C)COC)c1 (centres undefined)	73.2%[activator]	5.5%	-34.0	-7.3%	-14.0%	0.7%
COc1ccc(/C=N/N=C/c2ccc(OC)cc2)cc1	-4.9%	8.6%	-15.9	12.9%	7.1%	-4.7%
CCOc1ccc(N2CCc3c(C)nc(SC)nc32)cc1	-0.7%	-14.0%	3.2	-1.0%	u	-14.2%
COCC(CN1CCN(C2=NS(=O)(=O)c3ccccc32)CC1)OC(=O)c1ccc(OC)cc1 (centres undefined)	1.7%	2.8%	-11.2	1.3%	16.6%	-3.1%
COCCN1Cc2c(sc(C)c2C)N(C(=O)c2ccccc2)C1	10.6%	-22.1%	166.2	-0.2%	-22.1%	u
COc1ccc(-c2c(C)nc3c(-c4ccc(F)cc4)cnn3c2N)cc1	13.3%	17.9%	14.7	-1.9%	-10.0%	-0.1%
Cc1occc1-c1nnc(SCC(=O)c2ccc(F)cc2)n1Cc1ccco1	-26.1%	22.4µM*	-9.9	-2.2%	u	0.0%
CCOc1ccc(NC(=O)CSc2oc(-c3ccc(F)cc3)nc2S(=O)(=O)c2ccc(C)cc2)cc1	x	4.8%	-4.3	x	x	5.4%
CCCCC/S(CC1CC1(Cl)Cl)=N\S(=O)(=O)c1ccc(C)cc1 (centres undefined)	-0.1%	10.0%	-2.9	0.8%	5.6%	u
O=C(C1CC1)N(CCN(C(=O)C1CC1)c1ccccc1)c1ccccc1	2.8%	0.6%	-15.4	x	-13.3%	-15.4%
Cc1cccc(C(=O)OCC(=O)N(C)CC(=O)Nc2ccc(Cl)c(C(F)(F)F)c2)c1	-6.0%	2.0%	-6.7	x	u	-1.3%
O=C(O)CCNC(=O)c1ccc(NC(=O)C(c2ccccc2)c2ccccc2)cc1	-0.6%	0.4%	10.7	2.9%	15.0%	1.3%
Cc1c(C(=O)Nc2ccccc2)sc2nc[nH]c(=O)c12	2.6%	-12.5%	129.4	-14.1%	0.9%	u
CCN(C(=O)COc1cc(=O)n(C)c2ccccc12)c1cccc(Cl)c1	-6.5%	-4.3%	-90.2*	-5.4%	-20.4%	-7.8%
Cc1ccccc1CN1CCN(c2nc3ccccc3s2)CC1	-2.9%	7.0%	87.4	5.9%	u	-2.8%
Cc1c(C(=O)N2CCN(c3ccccn3)CC2)cccc1[N+](=O)[O-]	0.5%	1.2%	u	7.0%	14.7%	u

The final 2 entries of the section above come first, to join the parts.
SMILES	AMA1 RON2 block	Sm TGR inh	HCMV inh	FBPA Giardia inh	HCV inh	AmpC detergent
Cc1ccccc1CN1CCN(c2nc3ccccc3s2)CC1	-2.9%	7.0%	87.4	5.9%	u	-2.8%
Cc1c(C(=O)N2CCN(c3ccccn3)CC2)cccc1[N+](=O)[O-]	0.5%	1.2%	u	7.0%	14.7%	u
Cc1ccc2nc(-c3ccc(N4C(=O)CC(N5CCC(C(N)=O)CC5)C4=O)cc3)sc2c1 (centres undefined)	x	-35.0%	x	0.9%	6.7%	-11.4%
COc1ccc(S(=O)(=O)N(C)C[C@@H]2Oc3ccc(NC(=O)Nc4c(C)noc4C)cc3C(=O)N([C@H](C)CO)C[C@@H]2C)cc1	-1.2%	x	20.5	x	u	x
CC(=O)Nc1ccc(S(=O)(=O)N(Cc2ccccc2)c2ccccn2)cc1	12.5%	7.3%	5.9	10.4%	0.3%	u
CCOC(=O)C1=C(COC(=O)COc2cc(C)ccc2C)NC(=O)NC1C (centres undefined)	10.8%	-1.0%	-8.3	x	16.2%	-10.7%
CCOc1cc(C(=O)Nc2ccc(S(=O)(=O)Nc3cc(C)on3)cc2)cc(OCC)c1OCC	2.0%	7.3%	9.2	5.2%	13.8%	u
C=CCON/C(CCC)=C1\C(=O)C(C(=O)OC)C(C)(C)CC1=NC (centres undefined)	-3.9%	15.9%	24.4	8.6%	-1.5%	-0.8%
Cc1nnc(SCc2ccc(C(=O)Nc3cc(Cl)ccc3C)cc2)s1	6.0%	-11.1%	u	-3.2%	-29.9%	-16.6%
CCOc1ccc(OCCC(=O)OCC(=O)NC2CCCCC2)cc1	-1.9%	2.9%	u	-3.3%	9.7%	u
COCC(C)n1c(SCC(=O)c2cc(C)n(C)c2C)nc2ccccc2c1=O (centres undefined)	u	3.8%	-7.4	-10.5%	u	6.1%
Cc1ccc(OCCOc2cccc(C=C3C(=O)NC(=O)NC3=O)c2)cc1	31.4%[activator]	u	112.4	8.6%	-1.8%	u
COc1ccc(-n2c(C)c(C)c3c(NCCN(C)C)ncnc32)cc1	3.9%	-3.8%	80.3	10.0%	-3.0%	-3.1%
CC(=O)NCCNC(=O)CCCc1nnc2n(C)c(=O)c3sccc3n12	x	1.4%	-1.4	x	x	-3.0%
COC1CCCN(Cc2cn(C)nc2-c2ccc(Oc3ccccc3)cc2)C1 (centres undefined)	1.6%	-1.2%	8.1	0.8%	-4.0%	1.6%
CC(C)(C)[C@H]1COC(=O)CCC/C=C/C[C@H](CC(=O)N(CCO)Cc2ccccc2)C(=O)N1	15.8%	x	3.0	x	u	x
CCOC(=O)c1ccc(NC(=O)Nc2cccc(C)n2)cc1	-11.7%	5.5%	-32.1	2.3%	-20.2%	u
COc1ccc(CCNC(=O)COc2ccc(N(C)S(=O)(=O)c3ccc(C)cc3)cc2)cc1	11.2%	4.8%	u	-4.0%	u	4.1%
CC(Sc1nc2ccccc2o1)C(=O)O (centres undefined)	-3.3%	1.9%	20.7	3.1%	1.8%	u
O=C(Cc1ccc2c(c1)OCCO2)Nc1cccc(S(=O)(=O)N2CCOCC2)c1	-8.3%	-15.3%	0.0	x	18.1%	-3.0%
CCSc1nnc(-c2sc3nnc(-c4ccccc4)c(-c4ccccc4)c3c2N)o1	36.9%[activator]	6.5%	44.9	-0.9%	u	-4.3%
CCOC(=O)Cn1c(=O)oc2cc(S(=O)(=O)N3CCN(c4ccccn4)CC3)ccc21	17.3%	7.6%	-10.4	0.7%	15.5%	u
CCOC(=O)c1cc(S(=O)(=O)N2CCN(c3ccc(F)cc3)CC2)[nH]n1	x	3.9%	-9.0	x	x	17.9%
Cc1ccc(S(=O)(=O)N(CC(=O)Nc2cccnc2)c2ccc(Br)cc2)cc1	-16.3%	-1.3%	-34.7	x	u	-7.3%
C=C(C)CSc1nc2sc3c(c2c(=O)n1-c1ccccc1)CCN(C)C3	18.0%	-29.7%	-16.2	-21.5%	u	-6.2%
CC(=O)N(C1=NCCCS1)c1ccc(Cl)cc1	-11.5%	11.3%	17.4	15.0%	22.0%	-8.5%
O=C(NCCNC(=O)c1cc(OCC(F)(F)F)ccc1OCC(F)(F)F)Nc1ccc(OC(F)(F)F)cc1	1.3%	10.5%	-4.0	-4.3%	u	6.9%
COc1ccc(CCC(=O)N2CCN(c3ccc([N+](=O)[O-])cc3)CC2)cc1OC	-2.5%	-5.4%	-67.7*	0.1%	31.6µM*	u
COc1nc2ccccc2nc1N1CCN(Cc2ccc3c(c2)OCO3)CC1	2.2%	0.8%	u	-2.7%	3.1%	5.8%
CCOc1cc(CN2CCc3c([nH]c4ccccc34)C2)ccc1OC	-26.8%	-0.8%	-19.5	-29.2%	8.7%	u
CCCC(=O)Nc1ccc2c(c1)nc(CCNC(=O)c1ccco1)n2C	1.4%	7.3%	-8.5	-3.4%	1.2%	-10.5%
C1CC(CN2CCOCC2)CN(Cc2nc(CC3CC3)no2)C1 (centres undefined)	7.3%	3.8%	-21.6	4.3%	12.0%	4.9%
CCCCN(CC)CCCNC(=O)c1nn(C)c2c1CS(=O)(=O)c1ccccc1-2	x	2.0%	-8.9	x	x	17.6%
CCOC(=O)C(C#N)C(Cc1ccccc1)c1ccco1 (centres undefined)	13.0%	44.7µM*	-10.7	-8.0%	4.6%	1.1%

Single records (already shown).
`O=C(O)CCNC(=O)c1ccc(NC(=O)C(c2ccccc2)c2ccccc2)cc1` in the list: AMA1 RON2 block: -0.6%; Sm TGR inh: 0.4%; HCMV inh: 10.7; FBPA Giardia inh: 2.9%; HCV inh: 15.0%; AmpC detergent: 1.3%
`CC(=O)Nc1ccc(S(=O)(=O)N(Cc2ccccc2)c2ccccn2)cc1` in the list: AMA1 RON2 block: 12.5%; Sm TGR inh: 7.3%; HCMV inh: 5.9; FBPA Giardia inh: 10.4%; HCV inh: 0.3%; AmpC detergent: u
`CC(Sc1nc2ccccc2o1)C(=O)O` (centres undefined) in the list: AMA1 RON2 block: -3.3%; Sm TGR inh: 1.9%; HCMV inh: 20.7; FBPA Giardia inh: 3.1%; HCV inh: 1.8%; AmpC detergent: u

Structural class, the entries above with an NH in an aromatic ring (5)
SMILES	AMA1 RON2 block	Sm TGR inh	HCMV inh	FBPA Giardia inh	HCV inh	AmpC detergent
COC(=O)c1cc(=O)n(-c2ccc(C(F)(F)F)cc2)[nH]1	1.3%	16.7%	-14.8	-12.9%	23.2%	16.1%
CCN(CC)S(=O)(=O)c1cccc(-c2n[nH]c(=S)n2C(C)COC)c1 (centres undefined)	73.2%[activator]	5.5%	-34.0	-7.3%	-14.0%	0.7%
Cc1c(C(=O)Nc2ccccc2)sc2nc[nH]c(=O)c12	2.6%	-12.5%	129.4	-14.1%	0.9%	u
CCOC(=O)c1cc(S(=O)(=O)N2CCN(c3ccc(F)cc3)CC2)[nH]n1	x	3.9%	-9.0	x	x	17.9%
CCOc1cc(CN2CCc3c([nH]c4ccccc34)C2)ccc1OC	-26.8%	-0.8%	-19.5	-29.2%	8.7%	u
